SW480 rereplic: DNA re-replication induction in SW480 cells; 340,000 tested, 1.8% active; SW480 DNA re-replication, Hoechst DNA content imaging, 48 h; AID 624297; Potency, µM (series often up to 46.1 µM), for inactives: top-dose re-replication activation, usual class: activators; also: potency is read from the fitted curve at half-maximal effect; % of control where 0% means no effect; nearly all actives have a fitted effect of over 55% in size
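Readout is total intensity of Hoechst-stained nuclei, excited at 405 nm and collected at 500-530 nm. Compound treatment lasted 48 hr at 37 C in 5% CO2 before staining.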
IL1B secr inh: blocks inflammasome-driven IL-1 beta release. THP-1 LPS/ATP IL-1B secretion, AlphaLISA, 16 h; stronger effect = lower value. activity change, % at 57.5 µM. 360,000 tested, 4.7% active. AID 743279; in the data active = activity change below about -50%; inconclusive = mostly about -30% to -49%; also: % is scaled to controls: 0 for no effect and ±100 for the full control effect
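THP-1 cells pretreated 1 hr with compounds (up to 57.5 uM final), then stimulated with LPS (250 ng/mL final) plus ATP (1.25 mM final); secreted IL-1B measured by AlphaLISA after 16 hr, decreased signal indicating inhibition.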
MCF10A rereplic: DNA re-replication induction in MCF 10a cells. MCF 10A DNA re-replication, Hoechst nuclear intensity, 48 h. Potency, µM (top dose mostly 46.1 µM), inactives show at the top dose activity, positive = re-replication, most hits filed as activators. 350,000 tested, 2.9% active. AID 624296; also: potency is read from the fitted curve at half-maximal effect; % of control where 0% means no effect; nearly all actives have a fitted effect of over 50% in size
ATXN2 expr inh: reduces ATXN2 reporter expression in HEK-293 cells; HEK-293 ATXN2-luciferase reporter, luminescence, 24 h; Potency, µM (series often up to 57 µM), without a hit: at the top dose activity change, negative = inhibition, hits mostly inhibitors; 360,000 tested, 0.72% active; also: potency is read from the fitted curve at half-maximal effect; % is scaled to controls: 0 for no effect and ±100 for the full control effect; nearly all actives have a fitted effect of over 55% in size
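ATXN2-luciferase reporter cells (luciferase flanked by upstream and downstream ATXN2 gene portions) were treated 24 h at 37 °C with compounds at up to 57 uM. SteadyGlo luminescence gave expression; GF-AFC fluorescence gave viability.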
HT1080 IDH1KD tx: toxicity to HT-1080 IDH1 knockdown cells (counter line); Potency, µM (doses to about 46.1 µM), inactives show at the top dose activity, negative = toxicity, hits mostly cytotoxic; AID 686971; HT-1080 IDH1 knockdown viability, ATP luminescence, 48 h; 360,000 tested, 2% active;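 also: potency is read from the fitted curve at half-maximal effect; 0% = DMSO wells and -100% = cell-free medium wells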
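IDH1KD HT-1080 cells, 750/well, RPMI + 5% FBS; compound pinned after 2 h settling; 48 h, 37 °C; CellTiter-Glo luminescence; % activity normalised to DMSO and no-cell wells; curves fitted, classed by r2 and efficacy.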
KB-V1 MDR tox: kills drug-selected multidrug resistant KB-V1 cells. AID 1347076. 400,000 tested, 3.4% active. Potency, µM (titrated, usually from 46.1 µM), for inactives: top-dose activity change, negative = cytotoxicity, actives largely listed as cytotoxic. KB-V1 MDR cells viability, CellTiter-Glo, 72 h; also: potency is read from the fitted curve at half-maximal effect; % is scaled to controls: 0 for no effect and ±100 for the full control effect; nearly all actives have a fitted effect of over 60% in size
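KB-V1 cells (P-gp-expressing MDR subline of KB-3-1) in phenol-red-free DMEM with 10% FBS were exposed to library compounds over a concentration series for 72 h at 37 degrees C. Viability read by CellTiter-Glo luminescence; concentration-effect curves fitted after normalization.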
KB-3-1 cytotox: kills parental KB-3-1 adenocarcinoma cells. KB-3-1 viability, CellTiter-Glo ATP luminescence, 72 h. Potency, µM (series often up to 46.1 µM), inactives show at the top dose activity change, negative = cytotoxic, most hits filed as cytotoxic. 400,000 tested, 1.4% active. AID 1347075; also: potency is read from the fitted curve at half-maximal effect; % is scaled to controls: 0 for no effect and ±100 for the full control effect; nearly all actives have a fitted effect of over 60% in size
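Viability of parental KB-3-1 cells, measured by CellTiter-Glo luminescence, followed a 72 h incubation at 37 °C with pinned compounds in phenol-red-free DMEM containing 10% FBS.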
WRN inhibitor: blocks human WRN helicase | Q14191 | Potency, µM (series often up to 114 µM), for the others: at the top dose activity change, negative = inhibition, most hits filed as inhibitors | WRN helicase unwinding, fluorescent forked duplex, kinetic | 360,000 tested, 0.46% active; also: potency is read from the fitted curve at half-maximal effect; % is scaled to controls: 0 for no effect and ±100 for the full control effect; nearly all actives have a fitted effect of over 55% in size
Target sequence (Q14191 whole entry, looked up): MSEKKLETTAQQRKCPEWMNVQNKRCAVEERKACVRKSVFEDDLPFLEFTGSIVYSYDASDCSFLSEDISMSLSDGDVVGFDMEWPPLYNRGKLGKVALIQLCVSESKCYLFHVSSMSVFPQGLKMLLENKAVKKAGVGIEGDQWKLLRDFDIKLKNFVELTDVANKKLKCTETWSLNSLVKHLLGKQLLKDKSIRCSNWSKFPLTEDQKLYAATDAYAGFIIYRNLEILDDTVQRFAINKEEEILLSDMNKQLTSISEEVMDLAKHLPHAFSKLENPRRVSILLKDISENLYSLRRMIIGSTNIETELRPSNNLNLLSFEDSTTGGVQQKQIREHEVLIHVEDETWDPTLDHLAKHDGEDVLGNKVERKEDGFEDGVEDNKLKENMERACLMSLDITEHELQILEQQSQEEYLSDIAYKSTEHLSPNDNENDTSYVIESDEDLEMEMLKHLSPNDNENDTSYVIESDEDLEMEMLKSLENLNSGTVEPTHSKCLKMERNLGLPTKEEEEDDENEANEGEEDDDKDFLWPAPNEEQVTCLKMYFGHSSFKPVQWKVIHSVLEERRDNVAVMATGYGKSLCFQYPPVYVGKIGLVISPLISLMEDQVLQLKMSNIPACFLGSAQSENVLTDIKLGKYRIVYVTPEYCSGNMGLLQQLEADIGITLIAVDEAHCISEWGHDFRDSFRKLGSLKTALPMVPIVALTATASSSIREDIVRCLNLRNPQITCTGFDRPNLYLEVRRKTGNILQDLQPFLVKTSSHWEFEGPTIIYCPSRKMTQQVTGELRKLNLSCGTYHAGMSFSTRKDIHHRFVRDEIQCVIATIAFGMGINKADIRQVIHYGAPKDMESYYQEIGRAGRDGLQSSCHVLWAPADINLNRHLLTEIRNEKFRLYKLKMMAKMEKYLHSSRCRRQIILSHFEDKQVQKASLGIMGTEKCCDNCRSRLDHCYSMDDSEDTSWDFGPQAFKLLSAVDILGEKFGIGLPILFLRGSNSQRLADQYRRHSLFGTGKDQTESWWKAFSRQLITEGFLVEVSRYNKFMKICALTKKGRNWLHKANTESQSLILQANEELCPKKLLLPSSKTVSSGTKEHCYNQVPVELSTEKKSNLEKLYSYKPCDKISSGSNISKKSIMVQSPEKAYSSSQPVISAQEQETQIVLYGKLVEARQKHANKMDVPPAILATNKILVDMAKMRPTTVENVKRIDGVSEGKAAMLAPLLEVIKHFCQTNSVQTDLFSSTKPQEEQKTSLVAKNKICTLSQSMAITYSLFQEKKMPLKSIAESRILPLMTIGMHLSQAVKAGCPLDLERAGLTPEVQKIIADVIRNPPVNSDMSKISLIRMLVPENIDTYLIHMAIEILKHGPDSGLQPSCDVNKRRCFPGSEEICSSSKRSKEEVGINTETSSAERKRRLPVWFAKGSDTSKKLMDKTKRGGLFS
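Fluorescence dequenching readout, ex 525 nm/em 598 nm, kinetic mode: forked duplex DNA (100 nM final) with adjacent fluorophore and quencher unwound by WRN (20 nM final) with 2 mM ATP. Compound preincubation 15 min, room temperature.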
HT1080-NT tox: kills 2HG-producing HT-1080-NT fibrosarcoma cells; Potency, µM (series often up to 46.1 µM), without a hit: at the highest dose activity, negative = less viability, actives largely listed as cytotoxic; 360,000 tested, 1.6% active; HT-1080-NT fibrosarcoma viability, CellTiter-Glo ATP luminescence, 48 h;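 also: NT is the 2HG producing partner of a matched IDH1 knockdown line; potency is read from the fitted curve at half-maximal effect; 0% = DMSO-treated cells and -100% = media-only wells without cells; nearly all actives have a fitted effect of over 55% in size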
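Fibrosarcoma NT cells, 750 per well in 5% FBS RPMI, were exposed to compound for 48 hours. Viability: CellTiter-Glo luminescence.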
* = called active by the depositor; i = inactive; ? = inconclusive; . = not tested or not shown; [ ] = remark or other dose. Unless noted, calls follow the shape of the dose curve; as a rule, active = well fitted curve in the direction sought with a large enough effect; inconclusive = small, poorly fitted or top-dose-only effect, or another doubt; inactive = no such curve, though single readings can be large; an effect the other way counts as inactive or inconclusive.

compound	SW480 rereplic	IL1B secr inh	MCF10A rereplic	ATXN2 expr inh	HT1080 IDH1KD tx	KB-V1 MDR tox	KB-3-1 cytotox	WRN inhibitor	HT1080-NT tox
Cc1ccc(C(C)C)cc1OCC(=O)NC1CCCCCCC1	?	-57.4*	?	-29.6%	-5.5%	?	-0.1%	-16.3%	-0.1%
Cc1csc(NC(=O)c2ccc(N3CCCC3=O)cc2)n1	12.4%	-10.6	9.0%	.	-8.3%	?	-25.8%	7.8%	-15.5%
COc1cc(/C=N/n2c(C3CCCCC3)n[nH]c2=S)cc(OC)c1O	-0.2%	51.1	10.1%	-0.3%	-22.4%	8.7%	7.9%	-0.8%	-14.0%
CC(=O)C1=CCC(c2cccc(Cl)c2)N(S(=O)(=O)c2ccc(C)cc2)C1 (centres undefined)	.	-85.1*	.	?	14.6µM*	-8.1%	-3.2%	-17.4%	?
CCOC(CN=c1nc(N(C)C)ss1)OCC	?	-100.9*	?	?	?	?	-10.2%	?	5.9%
O=C(CCc1nc2ccccc2c(=O)[nH]1)OCC(=O)N1CCc2ccccc21	0.0%	25.4	-2.8%	0.2%	-1.1%	-2.1%	4.1%	5.4%	-0.3%
CCOc1ccc(OCC)c(NC(=O)C2CCCN(c3nc(C)cc(C)n3)C2)c1 (centres undefined)	-5.2%	16.9	?	-1.2%	?	-10.0%	-0.2%	2.9%	11.6%[9.24 µM]
CN(CC(=O)NC1CCCCC1)S(=O)(=O)c1ccc2c(c1)c(=O)n(C)c(=O)n2C	-22.2%	0.9	-4.1%	-4.7%	5.5%	12.0%	7.5%	2.5%[57.1 µM]	0.8%
N#CCCN(C(=O)CSc1nc2ccccc2c(=O)[nH]1)c1ccc(F)cc1	-20.9%	17.0	10.6%	-1.5%	-14.2%	13.1%	0.2%	-1.8%	-21.3%
CCCCc1nn(-c2cc(Cl)ccc2OC)c2c1C(=O)CC(C)(C)C2	-1.1%	-5.7	-3.5%	-24.5%	6.3%	0.0%	-7.1%	-6.7%	12.0%
Nc1ncnc2c1ncn2[C@@H]1O[C@H](C(=O)N[C@H]2c3ccccc3C[C@H]2O)[C@@H](O)[C@H]1O	.	8.1	.	-4.2%	23.7%	-9.0%	0.0%	-2.9%	12.8%
Cn1ccc2c(-c3cccnc3)cc3c(c21)C1CCC3C1 (centres undefined)	.	1.4	.	-13.8%	-2.0%	0.0%	-0.6%	-11.6%	-1.2%
COCCn1c(SCC(=O)Nc2cccc(OC)c2)nnc1-c1ccccc1	-0.7%	-12.8	1.2%	4.1%	-1.5%	?	10.5%	-32.4%	-0.9%
COc1ccc(NC(=S)N2CCN(S(=O)(=O)c3ccc(F)cc3)CC2)cc1OC	-4.1%	-0.5	0.0%	-15.7%	-0.3%	.	.	-33.1%	-2.7%
O=C(CCCNC(=O)c1ccc(Cl)cc1)Nc1ccc(Br)cc1	-2.4%	-19.3	?	-7.0%	-3.9%	-14.3%	-4.0%	10.7%	-8.8%
O=c1[nH]c(-c2ccc(-c3cccc(Cl)c3)o2)nc2ccccc12	10.7%	.	10.3µM*	54.1%[activator]	.	-6.1%	0.0%	.	.
CCC1C(=O)Nc2ccccc2N1C(=O)c1ccc(Cl)nc1 (centres undefined)	3.2%	0.0	-0.4%	.	3.7%	12.5%	-0.7%	-5.1%	3.3%
CCOC(=O)c1cc([N+](=O)[O-])sc1NC(=O)c1ccc(S(=O)(=O)N2CC3(C)CC2CC(C)(C)C3)cc1 (centres undefined)	?	56.2	?	-24.7%	-10.4%	?	4.61µM*	-4.0%	5.0%
O=S(=O)(c1ccccc1)N1CCN(c2cc(-c3ccccc3)nc3ncnn23)CC1	6.2%	?	-4.4%	-23.8%	2.8%	?	-15.8%	-6.6%	-1.0%
CN(CC(=O)Nc1ccccc1Cl)CC(=O)Nc1cccc2ccccc12	-1.5%	-4.8	2.7%	-1.4%	5.8%	?	3.1%	-5.1%	2.4%
O=C(c1ccc(SCc2cccc(Br)c2)c([N+](=O)[O-])c1)N1CCN(c2ccccn2)CC1	1.0%	-7.1	2.1%	.	11.5%	?	-17.0%	-3.6%	0.1%
CCc1nnc(NC(=O)CSc2nnc(Cc3cccn3C)n2CCOC)s1	-10.8%	11.0	-2.1%	6.3%	5.5%	0.5%	4.4%	-9.6%	4.3%
N[C@@H](Cc1ccc(O)cc1)c1nnc([C@H](CCC(=O)O)NC(=O)C2CCNCC2)o1	15.3%[9.22 µM]	9.7	7.7%	4.4%	17.0%	19.2%	-0.6%	-4.0%	6.8%
COC(=O)C1CCN(C(=O)COC(=O)CC(NC(N)=O)c2ccc(Cl)cc2)CC1 (centres undefined)	1.8%	23.7	0.2%	-24.9%	-5.1%	-6.0%	0.5%	4.3%	-6.4%
O=C(CSc1ccc(Cl)cc1)NCc1ccco1	-3.1%	-2.8	1.2%	6.6%	16.6%	4.1%	6.4%	-1.2%	15.9%
O=C(Oc1cccc2ccccc12)c1ccccc1	-2.0%	-5.6	0.4%	15.4%	4.6%	20.7%	0.0%	-5.2%	-1.2%
CC(=O)c1ccc(NC(=O)C[n+]2cccc(C)c2)cc1	-18.7%	-5.6	-3.4%	-11.1%	1.3%	?	0.3%	-4.2%	2.6%
CCOC(=O)C1=C(C)NC2=C(C(=O)c3ccccc32)C1c1cccnc1 (centres undefined)	1.1%	-9.8	?	-15.2%	11.2%	0.0%	-1.7%	5.3%	11.2%
COCc1cn(CC(=O)c2sc(NC(=O)C(C)(C)C)nc2C)nn1	.	3.8	.	12.5%	7.7%	4.1%	13.8%	-3.9%	13.8%
CSc1ccc(C(=O)C2CCCN(C(=O)c3ccc4c(c3)no[n+]4[O-])C2)cc1 (centres undefined)	-3.3%	-67.0*	18.4µM*	.	-7.1%	?	-19.7%	0.3%	26.0%

Next section:
compound	SW480 rereplic	IL1B secr inh	MCF10A rereplic	ATXN2 expr inh	HT1080 IDH1KD tx	KB-V1 MDR tox	KB-3-1 cytotox	WRN inhibitor	HT1080-NT tox
CCOC(=O)C1CCN(C(=O)c2n[nH]c(=O)c3ccccc23)CC1	-0.4%	-2.1	0.1%	16.0%	5.2%	13.9%	2.1%	-5.4%	7.3%
O=C(NCC(c1cccnc1)N1CCOCC1)NC1CCCCC1 (centres undefined)	-3.7%	-10.4	?	-0.6%	-1.4%	?	2.0%	-9.8%	-1.6%
COc1ccc(CN2CCCC(C(=O)N3CCCCC3)C2)cc1 (centres undefined)	0.3%	10.4	-13.9%	.	0.0%	0.0%	3.5%	3.3%	10.2%
COc1ccc(S(=O)(=O)CC2(O)CCN(C(=O)CC(C)C)CC2)cc1	-5.6%	-4.8	0.6%	-5.8%	10.5%	-0.1%	1.7%	-4.4%	1.4%
CCOC(=O)N1CCC(n2c(SCC(=O)N3CCC(C)CC3)nc3ccccc3c2=O)CC1	11.8%	?	?	?	-18.3%	20.6µM*	?	-12.1%	-5.2%
CSc1ncccc1C(=O)OCC(=O)N(CC(C)C)C1CCS(=O)(=O)C1 (centres undefined)	-7.1%	-4.4	0.0%	0.0%	17.2%	11.7%	10.8%	5.4%	2.0%
O=C(CCn1c(=O)oc2ccccc21)NCc1ccco1	-15.5%	-18.4	-4.4%	6.8%	-0.4%	-8.3%	3.8%	-3.5%	15.0%
COCCN1CCN(C(=O)C2CCC(=O)N(Cc3ccccc3OC)C2)CC1 (centres undefined)	-23.3%	i	-3.4%	2.9%	-14.3%	-1.2%	0.5%	-9.7%	-10.0%
COC(=O)C[C@H]1C[C@@H]2c3cc(NS(=O)(=O)c4ccc(OC)cc4)ccc3O[C@@H]2[C@H](CO)O1	.	-13.0	.	2.9%	-2.7%	-19.3%	6.0%	0.3%	-2.7%
CC1(C)Cc2cccc(OCC(=O)OCC(=O)Nc3ccccc3)c2O1	-106.5%[inhibitor]	8.8	-2.0%	-6.8%	1.4%	?	-3.5%	-1.5%	-8.5%
COc1ccc(N2CCN(C(=O)CN(c3cccc(Br)c3)S(C)(=O)=O)CC2)cc1	-12.6%	?	0.6%	-9.7%	2.4%[9.24 µM]	-22.0%	-8.8%	-1.2%[57.1 µM]	-10.3%
CN(C)CCC(=O)NCC1OCCc2ccccc21 (centres undefined)	0.9%	13.1	1.4%	-11.2%	7.8%	6.8%	4.3%	1.6%	4.2%
CCCCN1C(N)=NC[C@H]1Cc1ccc(O)cc1	-5.3%	38.2	-3.4%	0.5%	5.1%	15.1%	2.3%	7.9%	-2.9%
CCOC(=O)Cc1csc(N(C)C)n1	-15.0%	0.0	-2.4%	-4.5%	-0.8%	-17.3%	-5.8%	4.1%	8.5%
CCn1c(Nc2ccccc2Cl)nc2ccccc21	-1.9%	-7.2	-2.9%	-11.3%[11.3 µM]	10.7%	-32.3%	-9.2%	-29.4%	2.5%

Complete entries as entered above:
Results for COc1ccc(CN2CCCC(C(=O)N3CCCCC3)C2)cc1 (centres undefined) : SW480 rereplic = 0.3%; IL1B secr inh = 10.4; MCF10A rereplic = -13.9%; ATXN2 expr inh = .; HT1080 IDH1KD tx = 0.0%; KB-V1 MDR tox = 0.0%; KB-3-1 cytotox = 3.5%; WRN inhibitor = 3.3%; HT1080-NT tox = 10.2%
Results for CCCCN1C(N)=NC[C@H]1Cc1ccc(O)cc1 : SW480 rereplic = -5.3%; IL1B secr inh = 38.2; MCF10A rereplic = -3.4%; ATXN2 expr inh = 0.5%; HT1080 IDH1KD tx = 5.1%; KB-V1 MDR tox = 15.1%; KB-3-1 cytotox = 2.3%; WRN inhibitor = 7.9%; HT1080-NT tox = -2.9%
